Compound activity: PubChem BioAssay, Broad Institute
NFkB binder = binders of human NF-kappa-B p105. P19838. Small molecule microarray, anti-His fluorescence binding. calls only. actives 1.3% (n = 17,000). AID 624139;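 active means spot fluorescence over background significantly raised, with a chance value under 7% in all four replicate spots of the compound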;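 further: probe protein is his-tagged human p50 processed subunit at 1 µg/ml; raw spot fluorescence signals with no normalization applied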
Target sequence (P19838 1-433 limits assumed): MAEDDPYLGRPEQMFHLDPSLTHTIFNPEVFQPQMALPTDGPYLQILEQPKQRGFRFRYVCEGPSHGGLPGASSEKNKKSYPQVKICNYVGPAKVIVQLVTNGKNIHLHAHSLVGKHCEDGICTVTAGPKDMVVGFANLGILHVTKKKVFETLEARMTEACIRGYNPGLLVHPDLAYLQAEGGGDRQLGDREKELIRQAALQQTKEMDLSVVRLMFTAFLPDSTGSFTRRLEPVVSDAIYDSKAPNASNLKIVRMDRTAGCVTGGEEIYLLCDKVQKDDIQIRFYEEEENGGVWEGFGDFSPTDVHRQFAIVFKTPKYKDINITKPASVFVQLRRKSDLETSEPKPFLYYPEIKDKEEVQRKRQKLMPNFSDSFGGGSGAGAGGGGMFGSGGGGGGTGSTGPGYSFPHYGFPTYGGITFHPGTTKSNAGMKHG
Calls only; i = inactive; + = active, no number.

Start of the listing, in advance, five compounds:
SMILES	NFkB binder
COc1ccc(CN(C)C[C@@H]2Oc3ccc(NC(=O)Nc4ccc(C(F)(F)F)cc4)cc3CC(=O)N([C@H](C)CO)C[C@H]2C)cc1	i
C[C@@H]1CN([C@H](C)CO)C(=O)c2cc(NS(=O)(=O)c3cccs3)ccc2O[C@@H]1CN(C)C(=O)NC1CCCCC1	i
C[C@H]1CN([C@@H](C)CO)C(=O)c2cccc(NC(=O)c3ccncc3)c2O[C@H]1CN(C)C(=O)Nc1ccc(C(F)(F)F)cc1	i
C[C@@H]1CN([C@@H](C)CO)C(=O)c2cccc(NS(=O)(=O)c3cccs3)c2O[C@@H]1CN(C)C(=O)NC1CCCCC1	i
C[C@@H]1CCCCO[C@@H](CN(C)S(=O)(=O)c2ccccc2)[C@@H](C)CN([C@H](C)CO)C(=O)c2cc(NC(=O)Nc3ccc(C(F)(F)F)cc3)ccc2O1	i

The list itself (from the top)
SMILES	NFkB binder
COc1ccc(CN(C)C[C@@H]2Oc3ccc(NC(=O)Nc4ccc(C(F)(F)F)cc4)cc3CC(=O)N([C@H](C)CO)C[C@H]2C)cc1	i
C[C@@H]1CN([C@H](C)CO)C(=O)c2cc(NS(=O)(=O)c3cccs3)ccc2O[C@@H]1CN(C)C(=O)NC1CCCCC1	i
C[C@H]1CN([C@@H](C)CO)C(=O)c2cccc(NC(=O)c3ccncc3)c2O[C@H]1CN(C)C(=O)Nc1ccc(C(F)(F)F)cc1	i
C[C@@H]1CN([C@@H](C)CO)C(=O)c2cccc(NS(=O)(=O)c3cccs3)c2O[C@@H]1CN(C)C(=O)NC1CCCCC1	i
C[C@@H]1CCCCO[C@@H](CN(C)S(=O)(=O)c2ccccc2)[C@@H](C)CN([C@H](C)CO)C(=O)c2cc(NC(=O)Nc3ccc(C(F)(F)F)cc3)ccc2O1	i
CC(C)NC(=O)Nc1ccc2c(c1)C(=O)N([C@@H](C)CO)C[C@@H](C)[C@H](CN(C)Cc1ccc(C(=O)O)cc1)OCCCC[C@@H](C)O2	i
C[C@H]1CN([C@@H](C)CO)C(=O)c2cc(NS(=O)(=O)c3cn(C)cn3)ccc2O[C@H]1CN(C)C(=O)NC1CCCCC1	i
Cc1cc(C)c(S(=O)(=O)Nc2ccccc2C(F)(F)F)c(C)c1	i
C[C@@H]1CCCCO[C@@H](CN(C)Cc2ccncc2)[C@H](C)CN([C@H](C)CO)C(=O)c2cc(NC(=O)c3ccncc3)ccc2O1	i
Cc1ccc(S(=O)(=O)NCCCO)cc1C(=O)O	i
Cn1c(SCC(=O)NC(C)(C)C)nnc1-c1ccco1	i
Cc1noc(C)c1S(=O)(=O)Nc1cccc2c1O[C@H](CN(C)C(=O)Nc1ccc(F)cc1)[C@H](C)CN([C@@H](C)CO)C2=O	i
Cc1ccccc1OCC(=O)Nc1cc(-c2nc3ccccc3s2)ccc1Cl	i
O=C(NCc1ccco1)C1c2ccccc2Oc2ccccc21	i
COc1cc(C(=O)Nc2ccc(Oc3ncnc4sc(C)c(C)c34)cc2)cc(OC)c1OC	i
C[C@@H]1CN([C@@H](C)CO)C(=O)CCCn2cc(nn2)CO[C@H]1CN(C)C(=O)Nc1ccnc(N2CCOCC2)c1	i
C[C@H](CO)N1C[C@H](C)[C@@H](CN(C)S(=O)(=O)c2ccccc2)Oc2ccc(NS(=O)(=O)c3cccs3)cc2CC1=O	i
CCOC(OCC)P(=O)(O)CCCNCc1ccc(Cl)c(Cl)c1	i
CC(=O)n1cc([C@@H]2C=C(C(=O)N3CCN(Cc4ccc5c(c4)OCO5)CC3)O[C@H](OCc3ccc(CO)cc3)C2)c2ccccc21	i
O=C(CC1(O)C(=O)Nc2ccc(Cl)cc21)c1ccccn1 (centres undefined)	i
Cc1noc(C)c1NC(=O)N(C)C[C@H]1OCCCC[C@@H](C)Oc2ccc(N(C)C)cc2C(=O)N([C@@H](C)CO)C[C@H]1C	i
C=CCOC(=O)[C@@H]1[C@H]2C(=O)O[C@H](c3ccccc3)[C@H](c3ccccc3)N2[C@H](c2ccc(OCCOC(=O)[C@@H]3C[C@@H]4C(=O)N[C@@H](Cc5ccccc5)C(=O)N4[C@@H]3c3cccc(OCCO)c3)cc2)[C@@]12C(=O)Nc1ccc(I)cc12	+
C[C@@H]1CN([C@@H](C)CO)C(=O)CCCn2nncc2CO[C@H]1CN(C)C(=O)Nc1ccc(N2CCN(C)CC2)cc1	i
C[C@@H]1CN([C@H](C)CO)C(=O)c2cc(N(C)C)ccc2O[C@@H](C)CCCCO[C@H]1CN(C)C(=O)Nc1cccc2ccccc12	i
C[C@H]1CN([C@@H](C)CO)C(=O)c2cc(NC(=O)Cc3ccccc3)ccc2O[C@@H]1CN(C)C(=O)Nc1ccccc1	i
CCOC(=O)c1c(NC(=O)CSc2nc3ccccc3[nH]2)sc2c1CCCC2	i
Cc1noc(C)c1S(=O)(=O)Nc1ccc2c(c1)CC(=O)N([C@@H](C)CO)C[C@H](C)[C@@H](CN(C)Cc1ccc(-c3ccccc3)cc1)O2	i
COc1ccc(S(=O)(=O)Nc2cccc3c2O[C@H](CN(C)Cc2ccncc2)[C@H](C)CN([C@@H](C)CO)C3=O)cc1	i
Cc1noc(C)c1NC(=O)Nc1cccc2c1O[C@H](CN(C)Cc1ccc(C(F)(F)F)cc1)[C@@H](C)CN([C@@H](C)CO)C2=O	i
O=c1cc(-c2ccc(O)cc2)oc2cc(O[C@@H]3O[C@H](CO)[C@@H](O)[C@H](O)[C@H]3O[C@H]3OC[C@](O)(CO)[C@H]3O)ccc12	i

Following part
SMILES	NFkB binder
C=CCc1ccc(O[C@@H]2O[C@H](CO)[C@@H](O)[C@H](O)[C@H]2O)c(O[C@@H]2O[C@H](CO)[C@@H](O)[C@H](O)[C@H]2O)c1	i
CC(C)NC(=O)Nc1ccc2c(c1)C(=O)N([C@H](C)CO)C[C@H](C)[C@H](CN(C)C(=O)c1ccncc1)OCCCC[C@@H](C)O2	i
C[C@H](CO)N1C[C@H](C)[C@H](CN(C)C)Oc2ncc(C#CC(C)(C)O)cc2C1=O	i
C[C@@H]1CN([C@@H](C)CO)C(=O)c2cc(NC(=O)Nc3ccc4c(c3)OCO4)ccc2O[C@H]1CN(C)S(=O)(=O)c1ccc(F)cc1	i
C[C@H]1CN([C@@H](C)CO)C(=O)c2cc(NS(C)(=O)=O)ccc2O[C@H]1CN(C)C	i
C=C(C)[C@@H]1CC[C@]2(C(=O)O)CC[C@]3(C)[C@H](CCC4[C@@]5(C)CCC(=O)C(C)(C)C5C(O)C[C@]43C)C12 (some centres undefined)	i
COc1ccc(CN(C)C[C@H]2Oc3c(NS(C)(=O)=O)cccc3C(=O)N([C@H](C)CO)C[C@@H]2C)cc1	i
Cc1ccc(N(C(C)C(=O)Nc2cc(C)cc(C)c2)S(C)(=O)=O)cc1 (centres undefined)	i
OCc1nnn(-c2ccc(Br)cc2)c1CO	i
NC(=O)NCC#Cc1ccc2c(c1)[C@]1(C(=O)N2)[C@H](c2ccc(OCCO)cc2)N2[C@H](c3ccccc3)[C@H](c3ccccc3)OC(=O)[C@H]2[C@@H]1C(=O)Nc1nc2ccccc2s1	i
C[C@@H]1CN([C@@H](C)CO)C(=O)CCCn2cc(nn2)CO[C@H]1CN(C)S(=O)(=O)c1ccccc1	i
Cc1c(NC(=O)CN(c2ccc(Br)cc2)S(C)(=O)=O)cccc1[N+](=O)[O-]	i
C[C@H]1CN([C@@H](C)CO)C(=O)c2cc(NC(=O)c3ccncc3)ccc2O[C@H]1CN(C)Cc1ccc(-c2ccccc2)cc1	i
Cc1noc(C)c1NC(=O)N(C)C[C@@H]1Oc2ccc(NC(=O)Nc3ccc(F)cc3)cc2C(=O)N([C@@H](C)CO)C[C@H]1C	i
C[C@@H]1CCCCO[C@H](CN(C)C(=O)Nc2ccc(F)cc2)[C@@H](C)CN([C@@H](C)CO)C(=O)c2cc(NS(=O)(=O)c3ccccc3)ccc2O1	i
CCOc1ccc(Nc2ncnc3c2ncn3-c2ccc(OCC)cc2)cc1	i
C[C@H]1CN([C@@H](C)CO)C(=O)c2cccc(NC(=O)C3CCOCC3)c2O[C@H]1CN(C)C(=O)Nc1ccccc1	i
COc1ccc(S(=O)(=O)N(C)C[C@H]2Oc3ccc(NC(=O)Nc4ccc5c(c4)OCO5)cc3CC(=O)N([C@H](C)CO)C[C@H]2C)cc1	i
CCO[C@@H]1OC(C(=O)N2CCN(C)CC2)=C[C@H](c2ccc(C(F)(F)F)cc2)[C@H]1CCCO	i
C[C@@H]1CCCCO[C@@H](CN(C)Cc2ccncc2)[C@H](C)CN([C@@H](C)CO)C(=O)c2cc(NC(=O)Nc3ccccc3)ccc2O1	i
COc1cc(C(=O)OC[C@@]2(O)CO[C@H](OC3C(CO)OC(OC(C)/C=C/C4(O)C(C)CC(O)CC4(C)C)C(O)C3O)[C@@H]2O)cc(OC)c1O (some centres undefined)	i
CC(CCC(=O)NCC(=O)O)C1CCC2C3CCC4CC(O)CCC4(C)C3CC(O)C12C (centres undefined)	i
C[C@@H]1CN([C@H](C)CO)C(=O)Cc2cc(NC(=O)NC3CCCCC3)ccc2O[C@H]1CN(C)C(=O)Nc1ccc(C(F)(F)F)cc1	i
CC(C)NC(=O)Nc1ccc2c(c1)C(=O)N([C@H](C)CO)C[C@H](C)[C@H](CN(C)C(=O)CCC(F)(F)F)OCCCC[C@H](C)O2	i
COc1ccc(S(=O)(=O)N(C)C[C@@H]2Oc3ccc(NS(C)(=O)=O)cc3CC(=O)N([C@H](C)CO)C[C@@H]2C)cc1	i
O=C(Nc1cnn(C23CC4CC(CC(C4)C2)C3)c1)C1CC(c2ccc(Cl)c(Cl)c2)=NO1 (centres undefined)	i
C[C@H]1[C@H](C)CC[C@]2(C(=O)O)CC[C@]3(C(=O)O)C(=CCC4[C@@]5(C)CC[C@H](O[C@@H]6O[C@@H](C)[C@H](O)[C@@H](O)[C@H]6O)C(C)(C)C5CC[C@]43C)[C@H]12 (some centres undefined)	i
Nc1nncn1C(=O)CCCOc1ccccc1	i
COc1ccc(CN(C)C[C@@H]2Oc3c(NC(=O)NC(C)C)cccc3C(=O)N([C@H](C)CO)C[C@@H]2C)cc1	i
CCn1c(SCc2cccc(OC)c2)nnc1-c1cccnc1	i

An excerpt from above in order of number of heavy atoms, lowest first:
SMILES	NFkB binder
COc1ccc(CN(C)C[C@@H]2Oc3c(NC(=O)NC(C)C)cccc3C(=O)N([C@H](C)CO)C[C@@H]2C)cc1	i
Cc1noc(C)c1NC(=O)N(C)C[C@@H]1Oc2ccc(NC(=O)Nc3ccc(F)cc3)cc2C(=O)N([C@@H](C)CO)C[C@H]1C	i
C[C@@H]1CCCCO[C@@H](CN(C)Cc2ccncc2)[C@H](C)CN([C@@H](C)CO)C(=O)c2cc(NC(=O)Nc3ccccc3)ccc2O1	i

Further results follow.
CC(C)NC(=O)Nc1ccc2c(c1)CC(=O)N([C@H](C)CO)C[C@H](C)[C@H](CN(C)Cc1ccc(C(F)(F)F)cc1)O2
  NFkB binder: i

CC(C)NC(=O)N(C)C[C@H]1Oc2ccc(NC(=O)CCC(F)(F)F)cc2C(=O)N([C@@H](C)CO)C[C@@H]1C
  NFkB binder: i

O=C1OC(OC(=O)c2cccnc2Nc2cccc(C(F)(F)F)c2)c2ccccc21 (centres undefined)
  NFkB binder: i

Cc1ccc(OCC(=O)Nc2sc3c(c2C(N)=O)CCCC3)cc1
  NFkB binder: i

C[C@H](CO)N1C[C@H](C)[C@H](CN(C)S(=O)(=O)c2cn(C)cn2)Oc2ncc(-c3ccccc3)cc2C1=O
  NFkB binder: i

C[C@@H]1CN([C@@H](C)CO)C(=O)Cc2cc(NC(=O)Cc3cn(C)c4ccccc34)ccc2O[C@@H]1CN(C)S(C)(=O)=O
  NFkB binder: i

C=CCOC(=O)[C@H]1[C@@H]2C(=O)O[C@@H](c3ccccc3)[C@@H](c3ccccc3)N2[C@@H](c2ccc(OCCOC(=O)[C@@H]3C[C@@H]4C(=O)NCC(=O)N4[C@@H]3c3ccc(O)cc3)cc2)[C@]12C(=O)Nc1ccc(I)cc12
  NFkB binder: i

CNC[C@H]1Oc2c(NS(=O)(=O)c3ccc(OC)cc3)cccc2C(=O)N([C@H](C)CO)C[C@H]1C
  NFkB binder: i

C[C@H](CO)N1C[C@H](C)[C@@H](CN(C)C)Oc2ccc(NS(=O)(=O)c3ccc(F)cc3)cc2C1=O
  NFkB binder: i

O=S(=O)(Cc1ccc(Cl)cc1)NCc1ccccn1
  NFkB binder: i

COc1ccc(S(=O)(=O)N(C)C[C@@H]2Oc3ncc(-c4ccc(F)cc4)cc3C(=O)N([C@H](C)CO)C[C@@H]2C)cc1
  NFkB binder: i

C=C[C@@]1(C)C[C@@H](O)C2=C([C@H]1O)[C@H](OC(C)=O)CC1[C@](C)(C(=O)OC)CC[C@H](O)[C@]21C (some centres undefined)
  NFkB binder: i

O[C@@H]1[C@@H](O)C=C2CCN3Cc4cc5c(cc4[C@H]1C23)OCO5 (some centres undefined)
  NFkB binder: i

C[C@@H]1CCCCO[C@H](CN(C)C(=O)C2CCCCC2)[C@H](C)CN([C@@H](C)CO)C(=O)c2cc(NC(=O)c3ccncc3)ccc2O1
  NFkB binder: i

C[C@H]1CN([C@@H](C)CO)C(=O)c2cc(NC(=O)Cn3cnnn3)ccc2O[C@H]1CN(C)CC1CC1
  NFkB binder: i

Cc1sc2ncnc(SCC(=O)Nc3ccccc3[N+](=O)[O-])c2c1C
  NFkB binder: i

O=C(NCc1nc2ccccc2[nH]1)c1ccccc1
  NFkB binder: i

C[C@H]1CCCCO[C@H](CN(C)C(=O)Cc2ccccc2)[C@@H](C)CN([C@@H](C)CO)C(=O)c2cc(NS(C)(=O)=O)ccc2O1
  NFkB binder: i

C[C@H](CO)N1C[C@H](C)[C@H](CN(C)CC2CCCCC2)Oc2ccc(NS(=O)(=O)c3ccc(Cl)cc3)cc2CC1=O
  NFkB binder: i

C[C@H]1CN([C@@H](C)CO)C(=O)Cc2cc(NC(=O)Nc3ccccc3)ccc2O[C@H]1CN(C)S(C)(=O)=O
  NFkB binder: i

COc1ccc(S(=O)(=O)Nc2ccc3c(c2)C(=O)N([C@@H](C)CO)C[C@@H](C)[C@H](CN(C)Cc2ccc(C(F)(F)F)cc2)O3)cc1
  NFkB binder: i

C[C@@H]1CCCCO[C@H](CN(C)C(=O)C2CCCCC2)[C@@H](C)CN([C@H](C)CO)C(=O)c2cc(N(C)C)ccc2O1
  NFkB binder: i

Only part of the results is shown. The share of hits here may be higher or lower than overall.
